# Source: PubChem
# TSHR antag – Antagonists of the Thyroid Stimulating Hormone Receptor: HTS campaign; Thyrotropin receptor (Homo sapiens), P16473; TSHR-expressing cells, TSH-stimulated cAMP HTRF, 2 h; active compounds read low; activity change, negative = inhibition, % at 11.5 µM; 0.2% of 330,000 active; AID 504810, 2011;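 active means activity change below a set negative limit, meaning inhibition stronger than a set level, cut at about -70% in these data; inconclusive means activity change between two set negative limits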; further: on the % scale 0 is the no-effect control and ±100 the full control effect
#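 Freshly harvested TSHR cells receive pin-tooled compound, then EC80 TSH at 4nM final. After 2 hours at 37 deg C, antibody in lysis buffer and cAMP-d2 are added; 30 minutes at ambient temperature precede the HTRF read.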
# TCR activator – Activators of T cell receptors: qHTS campaign | primary human leukocytes, anti-CD3, IL-2 HTRF, 48 h | Potency, µM (highest dose often 9.22 µM), for inactives: at the top dose activation of IL-2 secretion, actives largely listed as activators | 330,000 tested, under 10 active; further: % of control where 0% means no effect
#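 Using a-CD3 beads without co-stimulation, primary human leukocytes were exposed to compounds for 48 hr. An HTRF IL-2 kit measured the cytokine, with europium-to-d2 energy transfer producing emission at 665nm upon 320nm excitation.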
# KCNH2 3.1 inh – qHTS for Inhibitors of KCHN2 3.1: Mutant qHTS; U2OS KCNH2 3.1, thallium flux FluxOr; active compounds read low; activity change, % (tested at about 1.8 µM); 0.95% of 340,000 active; AID 720553, 2013;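 active means maximum activity change below -70%; inconclusive means maximum activity change from -70% to -50%; inactive means maximum activity change above -50%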;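 further: thallium influx rate constant from kinetic fluorescence after stimulation buffer; on the % scale 0 is the no-effect control and ±100 the full control effect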
#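 Virally transduced U2OS (3.1 isoform, 4 h infection in dark at RT) → overnight 37 C → FluxOr + Red40 in HBSS/HEPES, 45 min → stimulation buffer, 2 min kinetic read → rate constant vs DMSO controls.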
# ELG1 DNA repair – qHTS screen for small molecules that inhibit ELG1-dependent DNA repair in human embryonic kidney (HEK293T) cells expressing luciferase-tagged ELG1; HEK293T ELG1-luciferase reporter, luminescence, 16 h; DNA damage induced by 5-fluorouridine; 2.3% of 330,000 active; Potency, µM (top dose mostly 46.1 µM), for inactives: at the top dose activity change, negative = inhibition, most hits filed as inhibitors; further: potency means the concentration at half of the fitted maximal effect; on the % scale 0 is the no-effect control and ±100 the full control effect; nearly all actives have a fitted effect of over 55% in size
#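 HEK293T cells expressing luciferase-tagged ELG1 (2,000/well) received 5-Fluorouridine plus compound or DMSO for 16 hr at 37 °C. Luciferase was read by ONE-Glo luminescence after 30 min at room temperature.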
# A-T KAP1 phos – qHTS Assay for Identifying a Potential Treatment of Ataxia-Telangiectasia | […] A-T fibroblasts, KAP-1 phosphorylation AlphaLISA; neocarzinostatin DNA damage 30 min before lysis | Potency, µM (doses to about 57.5 µM), for inactives: at the top dose activation, hits mostly activators | 0.19% of 320,000 active | AID 485349, 2010; further: potency means the concentration at half of the fitted maximal effect; % of control where 0% means no effect; nearly all actives have a fitted effect of over 45% in size
#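 hTERT-immortalized A-T patient fibroblasts ([…]), 500 cells/well in OPTI-MEM, 1% FBS, got compounds for 60 min, then NCS for 30 min at 37C. Lysates were then assayed for phospho-KAP-1 by AlphaLISA (anti-pKAP1 donor, anti-KAP1 acceptor beads), 6 hr at 25C.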
# USP2a block – qHTS Assay for Inhibitors of Ubiquitin-specific Protease USP2a Using CHOP2 as the Reporter. Ubiquitin carboxyl-terminal hydrolase 2 (Homo sapiens), O75604. USP2 core, Ub-CHOP2 coupled fluorogenic reporter, 485/531. Potency, µM (titrated, usually from 38.3 µM), without a hit: at the highest dose activity change, negative = inhibition, most hits filed as inhibitors. 0.01% of 330,000 active;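 further: potency means the concentration at half of the fitted maximal effect; plate controls were DMSO wells for no effect and full inhibition by NEM control for full effect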
#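 USP2 core (10nM final) preincubated 30min RT with compound in 20mM Tris-HCl pH 8.0, 2mM CaCl2, 2mM beta-mercaptoethanol, 0.05% CHAPS; 25nM Ub-CHOP2 plus 25nM reporter substrate added, fluorescence (Ex485/Em531) read after 60min.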
# TRPV1 agonist – HTS Assay for Compounds that Act as Agonists of the Vanilloid Receptor 1 | AID 540275, 2011 | activation, % at 8.33 µM | TRPV1-expressing cells, Fluo-8 calcium influx, agonist mode | Transient receptor potential cation channel subfamily V member 1 (Homo sapiens), Q8NER1 | 0.19% of 320,000 active; in the data active means activation above about 80%; inconclusive means between about 30% and that limit; further: 0% is about no effect
#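 Fluo-8 calcium influx in TRPV1-expressing cells, kinetic read (ex 480/em 520 nm). Compound added and read 3 min for agonist activity, followed by capsaicin at EC20 final and 2 min further read for enhancement.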
# Mito fusion act – qHTS Assay for Small Molecule Inhibitors of Mitochondrial Division or Activators of Mitochondrial Fusion; 0.23% of 320,000 active; AID 485298, 2010; S. cerevisiae fusion-defective mutant growth rescue, CellTiterGlo 48 h; Potency, µM (series often up to 46.1 µM), for inactives: at the top dose growth rescue (activation), hits mostly activators;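 further: potency means the concentration at half of the fitted maximal effect; % of control where 0% means no effect; nearly all actives have a fitted effect of over 45% in size; temperature-sensitive fusion mutants such as fzo1-1 at 37 °C on non-fermentable ethanol glycerol medium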
#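 Temperature-sensitive fusion-defective S. cerevisiae (e.g. fzo1-1, mgm1-5) were grown with compound in YPEG medium (3% ethanol, 3% glycerol) for 48 hours at 37C. Growth rescue was measured as viability by CellTiterGlo luminescence after 10 minutes at ambient.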
# Eya2 phos inh – qHTS Assay for Inhibitors of the Phosphatase Activity of Eya2 | Protein phosphatase EYA2 (Homo sapiens), O00167 | recombinant Eya2, OMFP fluorescence dephosphorylation (OMFP is methylfluorescein phosphate) | Potency, µM (titrated, usually from 76.9 µM), without a hit: at the top dose activity, negative = inhibition, actives largely listed as inhibitors | 0.006% of 330,000 active; further: potency means the concentration at half of the fitted maximal effect; on the % scale 0 is the no-effect control and ±100 the full control effect
#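 Eya2 protein (added as 0.2 uM solution) was preincubated with compound for 10 min at ambient temperature in 50 mM HEPES pH 7.5, 50 mM NaCl, 5 uM MgCl2, 0.05% BSA, 1 mM DTT. OMFP (added at 50 uM) then reacted 10 min; fluorescence read at 485/525 nm.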
# KCNH2 WT inh – qHTS for Inhibitors of KCHN2 3.1: Wildtype qHTS | AID 720551, 2013 | U2OS, BacMam KCNH2, thallium flux FluxOr; active compounds read low | activity change, % at 1.84 µM | Voltage-gated inwardly rectifying potassium channel KCNH2 (Homo sapiens), Q12809 | 0.37% of 340,000 active;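 active means maximum activity change below -70%; inconclusive means maximum activity change between -70% and -50%; inactive means maximum activity change above -50%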; further: on the % scale 0 is the no-effect control and ±100 the full control effect
# Target sequence (Q12809 whole entry, looked up): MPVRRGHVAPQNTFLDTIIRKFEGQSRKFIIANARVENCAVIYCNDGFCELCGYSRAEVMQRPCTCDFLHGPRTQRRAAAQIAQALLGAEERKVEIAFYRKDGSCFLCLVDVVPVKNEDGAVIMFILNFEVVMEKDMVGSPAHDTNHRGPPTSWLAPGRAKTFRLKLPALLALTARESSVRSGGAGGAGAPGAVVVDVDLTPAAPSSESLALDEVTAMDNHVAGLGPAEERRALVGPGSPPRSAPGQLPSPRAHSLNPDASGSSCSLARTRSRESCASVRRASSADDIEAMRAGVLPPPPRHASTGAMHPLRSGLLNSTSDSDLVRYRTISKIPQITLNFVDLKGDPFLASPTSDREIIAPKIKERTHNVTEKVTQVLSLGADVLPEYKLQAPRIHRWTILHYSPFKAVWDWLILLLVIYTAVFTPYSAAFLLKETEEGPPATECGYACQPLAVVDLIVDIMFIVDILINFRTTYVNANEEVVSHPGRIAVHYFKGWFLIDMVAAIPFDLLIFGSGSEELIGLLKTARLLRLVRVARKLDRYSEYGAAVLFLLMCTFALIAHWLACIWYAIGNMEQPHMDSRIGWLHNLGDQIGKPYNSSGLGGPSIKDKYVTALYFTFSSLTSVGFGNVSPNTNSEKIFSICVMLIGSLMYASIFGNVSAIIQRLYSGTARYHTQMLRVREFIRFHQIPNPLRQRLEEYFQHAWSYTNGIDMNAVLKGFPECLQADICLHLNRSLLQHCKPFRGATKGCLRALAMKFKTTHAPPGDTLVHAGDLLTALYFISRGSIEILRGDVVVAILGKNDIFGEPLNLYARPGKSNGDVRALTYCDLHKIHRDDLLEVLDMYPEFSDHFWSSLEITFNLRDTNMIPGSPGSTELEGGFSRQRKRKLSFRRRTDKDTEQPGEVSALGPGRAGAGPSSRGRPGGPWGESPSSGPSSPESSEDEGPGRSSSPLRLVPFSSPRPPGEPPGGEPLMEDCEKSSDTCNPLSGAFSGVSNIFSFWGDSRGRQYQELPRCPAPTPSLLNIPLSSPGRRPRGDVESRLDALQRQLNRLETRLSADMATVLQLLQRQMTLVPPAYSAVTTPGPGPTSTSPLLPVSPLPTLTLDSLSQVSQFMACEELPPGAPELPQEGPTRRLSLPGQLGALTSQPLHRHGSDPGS
#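 U2OS cells were transduced with wild-type KCNH2 virus (2.03 x 10^8 / mL) for 4 h at room temperature, then cultured overnight at 37 C. Thallium flux was read with FluxOr dye. Rate constants were normalized to DMSO controls.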
# * = called active by the depositor; ? = inconclusive; . = no result given; [ ] = another dose, or the depositor's remark. Unless noted, the call rests on the fitted dose curve; in most records, active means well fitted curve in the direction sought with a large enough effect; inconclusive means small, poorly fitted or top-dose-only effect, or another doubt; inactive means no such curve, though single readings can be large; an effect the other way counts as inactive or inconclusive. The list is partial, so the mix of outcomes need not match the whole.
SMILES,TSHR antag,TCR activator,KCNH2 3.1 inh,ELG1 DNA repair,A-T KAP1 phos,USP2a block,TRPV1 agonist,Mito fusion act,Eya2 phos inh,KCNH2 WT inh
COC(=O)c1cc(=O)n(Cc2ccc3c(c2)OCO3)c(=Nc2ccc(F)c(Cl)c2)s1,0,7%,-4,-6%,1%,1%,15,0%,4%,0
COc1ccc(CCNC(=O)CNC(=O)c2ccc3c(c2)OCO3)cc1OC,33,3%,5,0%,-4%,2%,-2,-32%,13%,4
CCCN=C1N(CC)C[C@@H]2[C@@H]3C(=O)N(Cc4ccccc4)C(=O)[C@@H]3[C@](Cc3ccccc3)(C(=O)OC)N12,-9,3%[46.1 µM],2,2%,8%,0%,.,.,-3%,-3
CCN(CC)c1ccc(NS(=O)(=O)c2cn(C)c(=O)n(C)c2=O)c(C)c1,11,4%,-6,?,-1%,0%,3,0%,6%,1
CCOC(=O)c1oc2ccccc2c1NC(=O)c1cc(OC)cc(OC)c1,-16,4%,1,?,12%,0%,-2,5%,5%,6
COCCn1c(=S)[nH]c2cc(C(=O)N3CCN(Cc4ccc5c(c4)OCO5)CC3)ccc2c1=O,-7,-3%,-13,5.2µM*,-3%,-6%,-2,-3%,-6%,-3
COC(=O)c1ccc(COc2ccc(/C=N/Nc3nc(C)cc(=O)[nH]3)cc2)cc1,-3,-3%,-1,?,5%,0%,-9,2%,0%,9
O=C(NCC1CCCO1)c1ccc(NC(=O)C2CCCCC2C(=O)O)cc1 (centres undefined),9,0%,-4,10%,2%,0%,-1,-3%,-18%,-6
O=C(Nc1ccc(S(=O)(=O)NC2CCCCC2)cc1)c1ccco1,29,-6%[46.1 µM],10,?,0%,2%,-5,5%,2%,-33
CCc1sc(N(C(=O)Cc2ccccc2)c2ccccc2F)nc1-c1ccc(C)cc1,4,-3%[46.1 µM],12,-1%,4%,1%,-4,0%,-7%,3
CCOc1ccc(N(CC(=O)NCC(C)C)S(C)(=O)=O)cc1,-8,-5%,21,?,7%,1%,1,-3%,9%,-4
CC(=O)Nc1ccc(S(=O)(=O)N/N=C/c2ccc(C)s2)cc1,1,14%[46.1 µM],3,?,-3%,0%,13,0%,9%,-9
COC(=O)c1c(NC(=O)CCNCc2ccco2)sc2c1CCC2,3,-3%,7,1%,-11%,-2%,12,0%,-6%,-13
CCOc1ccc(CCNC(=O)c2ccc(CS(=O)Cc3ccccc3Cl)o2)cc1 (centres undefined),-6,5%,5,23µM*,3%,2%,5,-5%,0%,-5
COc1ccc2[nH]c(C)c(CCNC(=S)Nc3ccc(F)cc3)c2c1,1,-3%,-2,?,2%,-1%,8,-1%,15%,-6
Cc1ccnc(NC(=O)CCC(=O)N(CC(=O)NC2CCCCC2)CC2CCCO2)c1 (centres undefined),14,-3%,15,11%,9%,2%,-1,9%,7%,-4
COc1ccccc1N(CC(=O)NCCN1CCOCC1)S(=O)(=O)c1ccccc1,5,3%,12,4%,5%,3%,3,-3%,-6%,-2
Cc1ccc(C(=O)CSc2nc(N)cc(=O)[nH]2)cc1C,-4,-1%,8,-2%,-1%,2%,-1,-1%,-4%,-2
O=C(Nc1cccc(NC(=O)c2ccco2)c1)c1ccc([N+](=O)[O-])cc1,-14,.,-6,12µM*,-4%,-1%,2,-6%,4%,-5
COc1ccc(N(C(=O)c2cnccn2)C(C(=O)NC2CCCCC2)c2ccccc2)cc1 (centres undefined),-2,-5%,-12,3%,-2%,0%,21,1%,-3%,-2
O=C(NCc1ccccc1)C12CC3CC(CC(Br)(C3)C1)C2,1,-1%,-5,6%,-2%,4%,3,-1%,-15%,1
CCn1c(SCc2ccc(C#N)cc2)nnc1-c1cccc(Cl)c1,-2,-1%,-12,?,-2%,1%,-1,4%,5%,6
O=C(O)c1cccc([N+](=O)[O-])c1C(=O)Nc1nc2ccccc2s1,19,2%,14,23%,1%,0%,2,-4%,-9%,8
COC(=O)[C@H](CCSC)NC(=O)N1CCN(Cc2ccccc2)CC1,-3,12%,-9,8%,-2%,2%,1,-1%,4%,-3
Cc1ccc(/C=C/c2nc3ccccc3s2)s1,3,1%,-2,?,6%,0%,19,-4%,13%,5
COc1ccc(NC(=O)C/C(C)=N/NC(=O)c2cnccn2)cc1,3,5%,-16,4%,6%,5%,3,1%,4%,-1
O=C(COc1ccc(S(=O)(=O)NC2CCCC2)cc1)NCC1CCCO1 (centres undefined),6,.,-9,-5%,0%,4%,-2,3%,12%,-5
NC(=O)c1nsc(C(=O)N(c2ccc(Cl)cc2)C(C(=O)NCC2CCCO2)c2cccs2)c1N (centres undefined),17,-1%,0,-12%,-1%[11.5 µM],1%,5,-16%,-1%,-6
O=C(Nc1ccc(S(=O)(=O)Nc2nccs2)cc1)c1ccc(F)cc1,-10,-2%,-5,5%,0%,1%,0,-2%,8%,-2
CCOc1cc(NC(=S)NCC2CCCO2)c(OCC)cc1NC(=O)c1ccccc1F (centres undefined),-14,0%,-15,23µM*,-2%,1%,?,1%,3%,-3
O=C(CN1CCN(Cc2ccc(F)cc2)C1=O)NC1CCCC1,3,2%,4,7%,1%,-7%,0,11%,-6%,3
CCOC(=O)C1=C(C(F)(F)F)Nc2ncnn2C1c1cc(OC)c(OC)cc1OC (centres undefined),15,-1%[46.1 µM],-32,-4%,5%,0%,-4,0%,-9%,1
CN(CC(=O)Nc1ccc(N2CCOCC2)cc1)C(=O)c1cccc(Cl)c1Cl,6,1%,4,-3%,4%,1%,-2,0%,5%,-6
CN1CCN(C(=O)C2=C[C@H](c3coc4ccccc4c3=O)C[C@H](OCCCCO)O2)CC1,-5,-3%,.,15%,-5%,-1%,4,3%,-8%,.
CC(OC(=O)c1ccc(=O)n(Cc2ccccc2)n1)C(=O)Nc1cccc(Cl)c1 (centres undefined),-10,0%,8,6%,2%,3%,2,-4%,-22%,3
N#CCCN1CCN(S(=O)(=O)c2ccc(S(=O)(=O)N3CCCCCC3)cc2)CC1,8,5%,18,5%,1%,1%,-4,-4%,12%,10

# Entries shown so far with a cyano group:
SMILES,TSHR antag,TCR activator,KCNH2 3.1 inh,ELG1 DNA repair,A-T KAP1 phos,USP2a block,TRPV1 agonist,Mito fusion act,Eya2 phos inh,KCNH2 WT inh
CCn1c(SCc2ccc(C#N)cc2)nnc1-c1cccc(Cl)c1,-2,-1%,-12,?,-2%,1%,-1,4%,5%,6
N#CCCN1CCN(S(=O)(=O)c2ccc(S(=O)(=O)N3CCCCCC3)cc2)CC1,8,5%,18,5%,1%,1%,-4,-4%,12%,10

# The list continues.
SMILES,TSHR antag,TCR activator,KCNH2 3.1 inh,ELG1 DNA repair,A-T KAP1 phos,USP2a block,TRPV1 agonist,Mito fusion act,Eya2 phos inh,KCNH2 WT inh
CC(=O)Nn1cnc2c(c1=O)C1(CCCC1)Cc1ccccc1-2,19,6%,-11,6%,-11%,12%,-1,3%,-6%,-4
Cn1ncc(C#N)c1/N=C/N(Cc1ccccc1)Cc1ccccc1,1,-35%,-9,?,2%,3%,28,8%,-35%,-5
Cc1ccc(NC(=O)C2C3C=CC4(O3)C2C(=O)N(CCN2CCOCC2)C4C(=O)NC2CCCCC2)cc1C (centres undefined),-2,-1%,-22,?,-9%,3%,0,1%,8%,-1
CC1(C)CC(=O)C(C=NCCCn2ccnc2)=C(O)C1,1,0%,-6,2%,2%,-2%,0,-6%,-29%,2
Cn1cc(/C=C(\NC(=O)c2ccccc2Cl)C(=O)NCCCn2ccnc2)c2ccccc21,5,4%,-14,-6%,-9%,1%,-4,1%,3%,21
COC(=O)Cn1cnc2c(nnn2-c2ccc(OC)cc2)c1=O,5,-3%,18,0%,7%,0%,2,0%,7%,20
CC/C(=N/NC(=O)c1ccccc1)c1ccc(OCCN2CCOCC2)cc1,0,3%[46.1 µM],1,?,0%,2%,?,1%,7%,11
O=C(NC1CCCCC1)C(c1cccs1)N(C(=O)c1ccccn1)c1ccccc1 (centres undefined),-13,6%[46.1 µM],7,?,0%,3%,3,-1%,-7%,.
Cc1nc(N2CCCCC2C)c2c(C)c(C(=O)Nc3ccccc3C(F)(F)F)sc2n1 (centres undefined),-8,-6%,7,?,5%,-2%,?,-2%,-4%,-3
